IDE act: activators of human insulin-degrading enzyme in cells; P14735; AID 493087; HEK cells, FAbeta-B cleavage, fluorescence polarization; 0% vehicle, 100% cell-free pure enzyme wells; 0.073% of 340,000 active; activation, % at 5.96 µM;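 active = activation above the mean of all tested compounds plus 3 SD, set per screening campaign, cut at about 17% in these data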
Target sequence (P14735 whole entry, looked up): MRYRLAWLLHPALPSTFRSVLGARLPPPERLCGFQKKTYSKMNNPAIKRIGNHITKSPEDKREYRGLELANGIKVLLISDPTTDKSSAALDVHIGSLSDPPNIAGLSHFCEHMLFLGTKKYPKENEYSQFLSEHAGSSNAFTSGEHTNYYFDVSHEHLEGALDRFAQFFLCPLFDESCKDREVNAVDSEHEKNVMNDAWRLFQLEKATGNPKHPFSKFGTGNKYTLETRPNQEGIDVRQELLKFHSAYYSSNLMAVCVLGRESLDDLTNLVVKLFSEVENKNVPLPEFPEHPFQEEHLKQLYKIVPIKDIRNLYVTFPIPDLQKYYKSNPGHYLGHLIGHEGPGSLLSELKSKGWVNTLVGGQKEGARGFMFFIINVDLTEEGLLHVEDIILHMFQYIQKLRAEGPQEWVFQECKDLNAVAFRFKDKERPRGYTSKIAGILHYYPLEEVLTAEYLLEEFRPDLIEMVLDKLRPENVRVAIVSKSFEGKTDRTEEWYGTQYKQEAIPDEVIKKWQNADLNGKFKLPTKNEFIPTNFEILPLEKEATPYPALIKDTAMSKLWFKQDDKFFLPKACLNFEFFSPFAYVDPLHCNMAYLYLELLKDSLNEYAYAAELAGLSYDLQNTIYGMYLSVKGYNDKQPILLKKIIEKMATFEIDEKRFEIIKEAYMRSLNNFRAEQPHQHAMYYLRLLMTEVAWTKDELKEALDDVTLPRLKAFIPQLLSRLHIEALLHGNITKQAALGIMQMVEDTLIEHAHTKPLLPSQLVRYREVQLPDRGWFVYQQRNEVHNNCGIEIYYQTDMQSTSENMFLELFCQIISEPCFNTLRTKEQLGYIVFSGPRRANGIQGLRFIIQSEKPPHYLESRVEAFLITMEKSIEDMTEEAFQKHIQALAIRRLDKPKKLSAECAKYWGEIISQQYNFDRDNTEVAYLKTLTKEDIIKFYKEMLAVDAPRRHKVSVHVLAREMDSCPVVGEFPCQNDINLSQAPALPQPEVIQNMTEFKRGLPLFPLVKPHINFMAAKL
pCIP destab: lowers stability of the mouse p/CIP coactivator protein | Q05BA5 | F442A p/CIP-EGFP cells, EGFP fluorescence, 16 h | decrease of EGFP signal, % at 10 µM | 0.01% of 290,000 active | AID 1984;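 active = EGFP signal decrease of at least 30% at 10 µM or well 3 SD below plate mean, unless failing retest; inactive = the rest, including hits failing retest or dose response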; also: some compounds called inactive have numbers as strong as hits; many of its hits are not listed in these tables
NALP1 yeast inh: blocks the NALP1 inflammasome reconstituted in yeast; 0.61% of 280,000 active; inhibition, % at 10 µM; S. cerevisiae NALP1/ASC/caspase-1 growth, X-gal OD620, 72 h; in the data active = inhibition mostly above about 24%, no sharp cut-off; inactive = mostly below about 32%; also: some compounds called inactive have numbers as strong as hits
PHOSPHO1 inh: PHOSPHO1 (human) inhibition; Q8TCT1; recombinant PHOSPHO1, absorbance phosphatase assay; inhibition, % at 13.3 µM; 1.1% of 290,000 active; AID 1565; in the data active = inhibition above about 60%
VIM-2 inhibitor: blocks Pseudomonas aeruginosa VIM-2 metallo-beta-lactamase. purified VIM-2, nitrocefin hydrolysis, epi-absorbance fluorescence. inhibition, % at 5.6 µM. 0.89% of 290,000 active. AID 1527;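 active = inhibition above the mean of all tested compounds plus 3 SD, cutoff set per screening run, cut at about 7.5% in these data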;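 also: red hydrolysis product quenches plate fluorescence so inhibitors raise well fluorescence; 0% = enzyme with DMSO and 100% = DMSO without enzyme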
GPR7 antag: antagonists of human GPR7 (neuropeptides B/W receptor 1); inhibition, % at 4.4 µM; 1.1% of 290,000 active; GPR7-expressing cells, fluorescence antagonist assay; AID 1861; in the data active = inhibition above about 16%, passing the limit was not always enough;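 also: cells stimulated with the agonist NPW; 0% = agonist with vehicle and 100% = vehicle without agonist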
IDE inh: inhibits human insulin-degrading enzyme in HEK cells. P14735. FAbetaB cleavage, fluorescence polarization. inhibition, % at 5.59 µM. 0.41% of 320,000 active. AID 434962;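 active = percent inhibition above the average of all tested compounds plus 3 SD, set per screening campaign, cut at about 16% in these data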;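 also: IDE supplied by intact live HEK cells; FP after avidin binding of uncleaved biotin substrate so inhibition keeps polarization high; 0% = DMSO wells and 100% = 60 µM reference IDE inhibitor Ii1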
IMP-1 inh: inhibitors of Pseudomonas aeruginosa IMP-1 metallo-beta-lactamase; purified IMP-1, nitrocefin hydrolysis, epi-absorbance fluorescence; inhibition, % at 5.6 µM; 0.45% of 290,000 active; AID 1556;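 active = inhibition above the mean plus 3 SD of all compounds in the same screening run, cut at about 4.5% in these data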;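 also: 0% = IMP-1 with DMSO and 100% = DMSO wells lacking enzyme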
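Test system: recombinant IMP-1 enzyme, purified / Medium: HEPES buffer pH 7.1 with ZnSO4 and Brij 35 / Doses: single dose, 5.6 µM / Times: 25 °C, 15 min preincubation, 25 min reaction / Detection: Epi-absorbance via hydrolysed-nitrocefin quenching of white-plate fluorescence, 480/530 nm, EDTA stop / Evaluation: percent inhibition from optical density relative to buffer-blank wells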
PfM18AAP inh: blocks P. falciparum M18 aspartyl aminopeptidase | recombinant PfM18AAP, H-Glu-NHMec fluorogenic cleavage | inhibition, % at 7.35 µM | 1.2% of 290,000 active | AID 1822;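 active = inhibition above the campaign mean inhibition over all tested compounds plus 3 SD, cut at about 28% in these data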;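 also: 0% = plate median of test compound wells and 100% = 2 mM ZnCl2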
Starred values were filed as active, the others as inactive; . = not tested or not shown.

SMILES	IDE act	pCIP destab	NALP1 yeast inh	PHOSPHO1 inh	VIM-2 inhibitor	GPR7 antag	IDE inh	IMP-1 inh	PfM18AAP inh
CN1CCN(C(=O)c2ccc3c(=O)n(Cc4ccc(Cl)cc4)c(=S)[nH]c3c2)CC1	1	-2	-10	31	-3.7	-13	-1	-3.6	2
Cc1nn(C)cc1C(=O)/C=C/c1ccc([N+](=O)[O-])cc1	3	0	3	33	-1.5	1	-2	-0.6	5
NC(=O)c1c(NC(=O)c2ccccc2C(=O)O)sc2c1CCCC2	5	0	1	40	1.2	2	3	-3.3	8
CCC(C)C(NC(=O)OC(C)(C)C)C(=O)NC(C(=O)N1CCCC1C(N)=O)C(C)CC (centres undefined)	3	-15	-3	9	-4.1	-20	-2	-4.7	5
CCOC(=O)c1c(C)nc2c(c1-c1ccccc1)C(=O)CC(C)(C)C2	-1	-2	7	-26	-4.1	3	2	-2.3	-9
O=C(COc1ccc([N+](=O)[O-])cc1)Nc1nnc(-c2cccnc2)s1	-7	1	5	29	-3.3	1	-3	-1.1	-1
CCOC(=O)c1cnc(SCC(=O)Nc2cc(C(F)(F)F)ccc2N2CCOCC2)nc1N	2	-7	31	12	-1.5	-7	8	2.8	8
COc1ccc(CN(C)C(=S)Nc2ccc(Cl)cc2)cc1	7	4	43	-26	-2.0	-4	7	-3.8	4
O=C(Oc1ccccc1)c1ccccc1OS(=O)(=O)c1ccccc1	2	1	8	-1	-0.2	-6	6	-4.8	2
COc1ccccc1NS(=O)(=O)c1cccc(C(=O)N/N=C/c2ccc(N3CCOCC3)cc2)c1	1	-14	19	-10	0.5	-5	4	-0.9	8
COC(=O)c1ccc(Cl)c(NC(=O)CN2CCN(Cc3ccccc3)CC2)c1	-1	-6	26	12	-1.2	-14	0	-0.4	-7
Cc1cc(NC(=O)C2(c3ccccc3)CCCC2)no1	-4	2	18	5	0.2	15	-4	1.2	12
CC(C)CN(C(=O)c1ccco1)c1nc2ccccc2s1	5	7	25	36	2.4	-16	1	-0.9	0
CCN(CC(=O)Nc1ccc(Br)cc1)C(=O)Cc1cccc(F)c1	4	-14	4	28	-2.5	-3	1	-4.3	2
Cc1cc(C)c2sc(NC(=O)c3ccc([N+](=O)[O-])o3)nc2c1	0	-11	-3	31	-3.3	-3	3	-1.9	-8
Cc1c(NC(=S)NC(=O)C2CCCCC2)c(=O)n(-c2ccccc2)n1C	0	2	30	-2	-1.4	-7	9	-5.3	-5
CCOC(=O)Cc1csc(NC(=O)CCS(=O)(=O)Cc2ccccc2)n1	1	-2	6	39	-1.1	-16	-2	-1.6	-2
CNC(=O)c1sc(-c2cccnc2)nc1C	2	-8	-1	33	-4.0	-13	3	-2.0	2
CCOc1ccc(C(CC(=O)O)NC(=O)COc2ccccc2OC)cc1OC (centres undefined)	0	-3	17	-33	-3.0	6	5	-3.9	1
CCCCN(C)S(=O)(=O)c1ccc(C(=O)N=c2sc3cc(NC(C)=O)ccc3n2C)cc1	4	-17	32	-10	2.1	0	0	-0.3	-1
CCOc1ccc(NC(=O)C2CCCN(S(=O)(=O)c3ccc4[nH]c(=O)ccc4c3)C2)cc1 (centres undefined)	-4	5	1	38	-2.0	-10	4	-3.7	-4
Cc1cc(-c2nn(-c3ccccc3)cc2/C=C2\SC(N)=NC2=O)ccc1OC(C)C	-3	-4	12	4	-2.8	2	-5	-2.2	-6
NC(CC(=O)NC(c1ccccc1)(c1ccccc1)c1ccccc1)C(=O)O (centres undefined)	2	13	2	2	-4.4	-20	-1	-2.7	5
O=C(NCCOC(=O)c1ccc(S(=O)(=O)N2CCOCC2)cc1)c1cccnc1	2	1	3	9	-1.5	-4	0	-3.4	3
Cc1[nH]n(-c2ccccc2)c(=O)c1/C=N/N1C(=O)c2cccc3cccc(c23)C1=O	0	-19	7	-13	2.5	3	1	-1.9	2

Other compounds follow.
SMILES	IDE act	pCIP destab	NALP1 yeast inh	PHOSPHO1 inh	VIM-2 inhibitor	GPR7 antag	IDE inh	IMP-1 inh	PfM18AAP inh
COc1ccc(/C=C/c2nc(C#N)c(NCCN(C)C)o2)cc1OC	2	7	17	18	10*	2	1	-3.0	1
O=C(Nc1ccccc1[N+](=O)[O-])C1C(c2ccccc2)=C1c1ccccc1	0	-4	-15	-14	-0.1	-11	-5	-2.6	1
Cc1cccnc1NC(=O)Cn1nc(-c2ccccc2)oc1=S	4	-5	30	7	-1.0	-9	3	-2.6	3
C/C(CC(=O)NCc1ccco1)=N\NC(=O)COc1ccc(C)cc1	-2	8	10	-18	-3.4	-4	0	-5.1	0
CCOC(=O)C1C(CC)NC(=S)NC1(C)O (centres undefined)	0	8	24	-26	-0.1	-9	7	-3.7	2
CC(=O)NC12CC3CC(C1)CC(C(=O)OCC(=O)c1ccc4c(c1)OCCO4)(C3)C2	4	0	-45	11	-2.4	4	0	2.6	0
Cc1occc1C(=O)Nc1cccc(/C=C/C(=O)O)c1	4	.	.	.	0.7	4	-1	-0.7	2
CCCCN(C(=O)CNC(=O)c1cccs1)C(C(=O)NC1CCCCC1)c1cccnc1 (centres undefined)	1	4	-1	4	-0.7	-3	0	-1.6	2
O=C(C(c1ccccc1)c1ccccc1)N1CCN(Cc2ccccn2)CC1	-1	-5	.	6	-3.5	-5	3	-5.3	4
Cc1ccc(CNC(=O)C(CCC(N)=O)NC(=O)OCc2ccccc2)cc1 (centres undefined)	5	4	14	-11	0.1	-4	5	-3.3	-3
COc1ccccc1N1CCN(c2cc(=O)n(Cc3ccc(F)cc3)c(=O)[nH]2)CC1	-5	-4	21	-12	-3.5	-8	0	-3.5	3
C=CCn1c(CSCc2ccccc2)nnc1SCC(=O)NCc1ccccc1	1	-8	4	24	-1.0	4	1	-0.3	-10
Cc1cc(NC(=O)CC2Oc3ccccc3NC2=O)ccc1Br (centres undefined)	5	12	0	2	-2.5	-10	4	-1.0	-6
COc1ccc(C(=O)N/N=C/c2cc3ccccc3[nH]c2=O)cc1	30*	-7	-3	40	-2.7	-1	0	-4.5	11
N=c1c(S(=O)(=O)c2ccccc2)cc2c(=O)n3ccccc3nc2n1Cc1ccco1	-3	-4	22	34	2.4	-1	6	-2.4	-7
CC(C)c1nnc(SCC(=O)NCc2ccco2)n1C	4	-1	3	48	-1.9	0	5	-0.4	7
C=CCNC(=S)N/N=C/c1cn(C)c2ccccc12	.	-6	.	3	-2.0	13	-1	-0.7	16
CCc1cc(SC#N)cc(C)c1N	0	8	26	6	-2.8	-8	3	-2.1	-5
CCN(CC(=O)Nc1ccc(Cl)c(S(=O)(=O)N(C)C)c1)CC(=O)NC(C)C	-5	-13	1	32	2.0	1	4	-2.0	-14
COCCNC(=O)CSc1ncnc2sccc12	4	-2	38*	38	1.3	-16	2	0.4	4
CCOC(=O)c1sc(N/N=C/c2ccc(N(C)C)cc2)nc1C	3	-7	0	.	-3.8	-22	-1	-3.5	8
O=[N+]([O-])c1ccc(N/N=C2/CCCCC2c2ccccn2)c([N+](=O)[O-])c1 (centres undefined)	-1	-6	23	7	-0.5	3	-7	-2.5	27
Cc1c(C(=O)NC(C)c2ccccc2)c(-c2ccccc2)nn1-c1ccccc1 (centres undefined)	3	-18	18	16	0.2	-2	2	-0.6	5
CCOc1ccc(OCC)c(NC(=O)C2CCCN(S(=O)(=O)c3c(C)noc3C)C2)c1 (centres undefined)	-1	1	-5	21	-2.2	-15	2	-3.5	-9
CCOC(=O)C1(Cc2ccc(OC)cc2)CCN(C(=O)c2csc(C)n2)CC1	6	-9	-6	32	-2.2	-1	0	-1.2	1

Sorted by length of the SMILES (lowest first): 3 of the compounds above
SMILES	IDE act	pCIP destab	NALP1 yeast inh	PHOSPHO1 inh	VIM-2 inhibitor	GPR7 antag	IDE inh	IMP-1 inh	PfM18AAP inh
CCOC(=O)C1C(CC)NC(=S)NC1(C)O (centres undefined)	0	8	24	-26	-0.1	-9	7	-3.7	2
CCCCN(C(=O)CNC(=O)c1cccs1)C(C(=O)NC1CCCCC1)c1cccnc1 (centres undefined)	1	4	-1	4	-0.7	-3	0	-1.6	2
CCOc1ccc(OCC)c(NC(=O)C2CCCN(S(=O)(=O)c3c(C)noc3C)C2)c1 (centres undefined)	-1	1	-5	21	-2.2	-15	2	-3.5	-9

Further records follow.
SMILES	IDE act	pCIP destab	NALP1 yeast inh	PHOSPHO1 inh	VIM-2 inhibitor	GPR7 antag	IDE inh	IMP-1 inh	PfM18AAP inh
COCCCNC(=O)C1CCCN(S(C)(=O)=O)C1 (centres undefined)	0	-13	7	-6	-1.3	-10	3	-3.3	1
O=C(Cc1ccccc1)NC(=S)Nc1ccc(OC(F)F)cc1	0	-12	-2	-7	-2.5	-9	5	-4.4	-8
O=C(O)COc1ccccc1/C=C1\SC(=Nc2ccc(F)cc2)N(c2ccc(F)cc2)C1=O	4	-6	16	-4	-1.7	-5	5	-2.4	-8
Cc1ccc(Cn2nnc3c(=O)[nH]c(C4CCN(S(=O)(=O)c5ccc(S(=O)(=O)NC6CC6)cc5)CC4)nc32)cc1	-2	-18	10	35	-0.1	7	-2	-2.7	0
Cc1cc(C)n2c(SCC(=O)Nc3ccc(Cl)cn3)nnc2n1	.	1	13	13	-1.1	9	.	-2.9	-6
CCn1nc(C)c(Oc2ccccc2O)c1C	4	13	8	-42	-1.2	14	0	-1.1	1
Nc1nc(SCC(=O)Nc2ccccc2Oc2ccccc2)n[nH]1	2	-8	18	-2	-2.1	-3	-1	0.8	-7
Cc1ccc2c(c1)cc(C(=O)N1CCN(c3ccccn3)CC1)n2C	4	5	26	14	-0.9	1	2	-2.2	1
Cc1ccc(C)c(S(=O)(=O)N2CCCOC2CNC(=O)C(=O)NCCc2ccco2)c1 (centres undefined)	8	-2	-3	13	-2.0	0	-2	-2.8	1
O=S(=O)(Nc1cccc(-c2nnco2)c1)c1ccc(Cl)cc1	10	0	9	39	-2.4	-11	-2	-2.5	1
CCCN(Cc1cc2cccc(C)c2[nH]c1=O)C(=O)c1cccc(OC)c1	7	.	.	.	-2.8	-11	3	-3.0	-7
COc1cccc(-c2nnc(SCCOc3ccc4c(C)cc(=O)oc4c3)o2)c1	6	-2	-3	17	-3.0	1	-2	-1.9	-3
CS(=O)(=O)N1CCN(C(=O)NC23CC4CC(CC(C4)C2)C3)CC1	1	-3	18	-42	-3.1	-1	-4	-2.6	-1
CCOc1ccc2nc(Cl)c(CN(C(C)=O)C3CCCCC3)cc2c1	2	-7	20	-3	-2.1	-9	2	-4.0	-2
CCOc1ccc(N=Cc2c(O)cc(C)oc2=O)cc1	7	-4	.	1	-1.7	-5	8	-4.7	2
COC(=O)c1ccc(COC(=O)c2ccccc2OC)cc1	-2	-6	37	-9	-1.0	2	-3	-0.4	9
COc1cccc(C(=O)O/N=C(\N)c2ccncc2)c1	8	-3	12	24	1.6	21	-3	-1.3	-5
COC(=O)C1=NN(C(=O)c2ccc(Cl)cc2)C(O)(c2ccccc2)C1 (centres undefined)	-8	2	2	11	2.2	7	0	1.7	25
COc1ccc2[nH]c(=O)c(CN(Cc3ccco3)C(=O)c3ccccc3)cc2c1	-5	-5	26	-9	-1.9	-2	-1	-2.1	-2
CCC(C)C1C(C#N)=C(N)Oc2n[nH]c(-c3ccccc3)c21 (centres undefined)	-1	-6	.	-2	-0.6	-11	4	-3.3	0
Cn1c(SCC(=O)N2CCCCC2)nc2c(c1=O)SCC2	0	-18	15	9	-1.5	8	3	0.1	-2
COc1cc(C(=O)NCC(=O)n2nc(C)cc2C)cc(OC)c1OC	4	-16	8	-7	-1.5	-7	4	-1.3	0
